VLA-4 inh = inhibition in a human VLA-4 binding assay | 330,000 compounds, 0.2% hits | VLA-4 expressing cells, ligand binding flow cytometry | inhibition, % (about 7 µM as worked out from the volumes in the protocol); in the data active = inhibition above about 50%
Target sequence (P13612 whole entry, looked up): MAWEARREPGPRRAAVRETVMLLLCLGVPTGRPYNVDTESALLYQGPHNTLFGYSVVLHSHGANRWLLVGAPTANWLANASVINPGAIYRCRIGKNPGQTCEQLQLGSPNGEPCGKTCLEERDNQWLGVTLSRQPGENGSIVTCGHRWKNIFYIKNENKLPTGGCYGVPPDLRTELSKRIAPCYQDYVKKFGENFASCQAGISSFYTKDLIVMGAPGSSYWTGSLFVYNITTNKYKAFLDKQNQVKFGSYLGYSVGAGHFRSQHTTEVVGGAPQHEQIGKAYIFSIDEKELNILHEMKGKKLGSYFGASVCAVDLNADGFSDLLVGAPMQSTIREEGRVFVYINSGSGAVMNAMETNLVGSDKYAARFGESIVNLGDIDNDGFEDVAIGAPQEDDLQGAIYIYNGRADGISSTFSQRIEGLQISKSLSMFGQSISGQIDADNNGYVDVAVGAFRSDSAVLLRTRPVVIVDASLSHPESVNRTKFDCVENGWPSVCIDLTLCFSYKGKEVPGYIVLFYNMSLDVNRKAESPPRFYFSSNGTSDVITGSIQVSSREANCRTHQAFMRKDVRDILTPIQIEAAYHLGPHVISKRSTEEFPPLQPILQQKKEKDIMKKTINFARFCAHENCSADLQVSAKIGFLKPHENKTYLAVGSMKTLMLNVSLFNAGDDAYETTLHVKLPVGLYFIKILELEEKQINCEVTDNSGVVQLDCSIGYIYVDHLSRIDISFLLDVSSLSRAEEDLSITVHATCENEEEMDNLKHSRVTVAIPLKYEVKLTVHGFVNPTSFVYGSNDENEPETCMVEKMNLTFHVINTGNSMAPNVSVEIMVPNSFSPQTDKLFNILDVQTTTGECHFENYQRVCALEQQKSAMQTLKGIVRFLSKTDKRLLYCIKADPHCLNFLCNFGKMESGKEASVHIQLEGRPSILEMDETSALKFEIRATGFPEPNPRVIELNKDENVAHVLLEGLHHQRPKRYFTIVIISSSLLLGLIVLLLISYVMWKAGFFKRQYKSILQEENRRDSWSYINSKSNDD
PME-1 primary = blocks human protein phosphatase methylesterase 1 | 320,000 compounds, 0.53% hits | AID 2130 | Q9Y570 | inhibition, % at 5.9 µM | recombinant PME-1, FP-Rh probe fluorescence polarization;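 active = inhibition above the campaign mean of all compounds plus 3 SD, cut at about 26% in these data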;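 also: competitive labeling of PME-1 active site by serine hydrolase directed probe; 0% = PME-1 with DMSO and 100% = wells lacking PME-1 enzyme; inhibitors block probe labeling so polarization falls and inhibition rises; many of its hits are not listed in these tables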
Fam108B inh = blocks mouse Fam108B hydrolase in RBBP9 counter-screen | recombinant Fam108B, FP-Rh probe fluorescence polarization | AID 1947 | 300,000 compounds, 0.33% hits | inhibition, % at 9.51 µM;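 active = inhibition above the screen mean inhibition plus 3 SD, computed separately per campaign, cut at about 18% in these data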;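 also: inhibitors lower polarization as less probe binds the enzyme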
Efflux pump mplx = antifungal efflux pump inhibition, Nile Red retention | 330,000 compounds, 0.44% hits | S. cerevisiae Candida pump triplex | AID 485275 | inhibition, % at 10 µM;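 active = plate passing quality check with inhibition over a set limit, or well fluorescence over plate mean plus 4 SD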;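 also: Nile Red retained in pooled yeast measured as flow cytometry median fluorescence; 0% = buffer negative control and 100% = Enniatin B positive control; higher means more Nile Red kept so more efflux inhibition; some compounds called inactive have numbers as strong as hits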
MEX-5 binding = C. elegans MEX-5 TCR-2 RNA binding activity. MEX-5/FITC-TCR2 RNA binding, fluorescence polarization; hits give low values. activity score (negative = inhibition of binding), % at 10 µM. 300,000 compounds, 0.38% hits;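 active = inhibition past about -25% in most replicates, and total fluorescence under double the plate's negative control median, limit read from the data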;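 also: 0% = DMSO and -100% = 5 µM competing unlabeled TCR2 RNA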
MCL1-BIM inh = disrupts human MCL1 binding to BIM-BH3 peptide | Q07820 | GST-MCL1 / FITC-Bim-BH3 fluorescence polarization | inhibition, % at 10.9 µM | 320,000 compounds, 0.68% hits | AID 2057;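 active = inhibition above the mean inhibition of all tested compounds plus 3 SD, set per campaign, cut at about 40% in these data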;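 also: 0% = DMSO wells and 100% = unlabeled Bim-BH3 peptide control; higher means more loss of mP so more displacement of Bim peptide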
BCLXL inh = inhibitors of human Bcl-xL; Q07817; GST-Bcl-xL / FITC-Bim BH3 peptide fluorescence polarization; inhibition, % at 10.9 µM; 320,000 compounds, 0.7% hits;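 active = inhibition above the mean of all tested compounds plus 3 SD, cutoff set per campaign, cut at about 30% in these data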;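 also: 0% = DMSO wells and 100% = unlabeled Bim-BH3 peptide competitor; inhibitors lower millipolarization by displacing the labeled peptide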
GLD-1 RNA inh = GLD-1-TGE RNA interaction inhibition (C. elegans); Q17339; purified GLD-1 + fluorescein TGE RNA, fluorescence polarization; inhibition, % at 5.96 µM; 320,000 compounds, 0.44% hits;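 active = percent inhibition above a per-plate cutoff, the plate mean of test compounds plus 3 SD, cut at about 30% in these data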;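 also: 0% = DMSO wells with GLD-1 and probe and 100% = wells lacking GLD-1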
GRK2 inh = blocks RNA aptamer binding to human GRK2. P25098. bead flow cytometry, FAM-aptamer displacement from GRK2. inhibition of aptamer binding, % at 10 µM. 330,000 compounds, 0.59% hits. AID 488847;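 active = inhibition of aptamer binding above 40%, roughly 3 SD of noise, on plates passing a quality check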;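 also: median bead fluorescence of bound FAM aptamer so fluorescent compounds give negative values; no value below 0 was filed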
* = called active by the depositor; x = no result given. Only part of the results is shown; the hit share may differ from the screen's.

SMILES	VLA-4 inh	PME-1 primary	Fam108B inh	Efflux pump mplx	MEX-5 binding	MCL1-BIM inh	BCLXL inh	GLD-1 RNA inh	GRK2 inh
Cc1cc2c(cc(C(=O)OC(C(=O)NCc3ccco3)C(C)C)n2C)o1 (stereo not drawn)	3	-3	3	0.6	1.1	1	2	4	1
CCSc1nc(C)cc(Oc2ccc(=O)n(C)n2)n1	7	2	1	0.1	-3.1	4	3	5	1
COC(=O)c1sc2nc3c(cc2c1N)CCCC3	-7	0	0	-0.2	1.7	-8	-1	-2	4
CCn1c(SCC(=O)Nc2cc(C)ccc2C)nc2c(c1=O)SC(C)C2 (stereo not drawn)	30	0	2	-0.3	3.8	-2	-2	2	8
CN(C)c1ccc(/C=N/NC(=O)c2cccc(C(=O)N/N=C/c3ccc(N(C)C)cc3)n2)cc1	0	3	0	-0.1	-0.3	4	-1	6	1
Cc1ccc(NC(=O)C(=O)NCC2CCCO2)cc1C (stereo not drawn)	-15	7	-2	0.1	-0.7	6	6	7	2
CC(=O)N1CCN(c2ccccc2NC(=O)COc2ccc(Cl)cc2Cl)CC1	-10	6	6	0.5	1.1	-3	4	4	0
C=CCn1c(SCCN2CCCC2)nc2c([nH]c3ccccc32)c1=O	10	-5	4	0.2	-0.3	-1	1	-8	0
COC(=O)c1[nH]c2ccccc2c1NC(=O)CN1CCN(c2cccc(OC)c2)C(C)C1 (stereo not drawn)	-4	0	0	0.2	0.1	-10	-4	2	5
Oc1ccccc1C1=Nc2ccccc2N=C(c2ccco2)C1	-5	9	-5	0.2	-7.7	12	7	14	0
Cc1ccc2c(CC(=O)OCc3cc(=O)n4c(n3)sc3ccccc34)coc2c1	20	-3	10	0.1	1.7	23	7	3	5
Cc1cc(NC(=O)/C=C/c2ccc(Cl)cc2)no1	9	-2	-5	1.5	-0.6	-7	-5	4	0
CCCCNc1nc2cccnc2s1	0	5	0	0.0	-1.4	1	6	-3	0
CSc1ccc(S(=O)(=O)NCC(=O)OCC(=O)NCC2CCCO2)cc1[N+](=O)[O-] (stereo not drawn)	20	0	-1	-0.1	-2.0	1	1	8	1
Cc1ccc(S(=O)(=O)N(C)c2ccc(C(=O)Nc3ccccc3C(=O)N3CCOCC3)cc2)cc1	3	2	2	-2.8	1.4	3	-1	1	0
COc1cc(-c2nc(CN3CCCCC3CCNC(C)=O)c(C)o2)ccc1F (stereo not drawn)	22	-4	4	0.0	-0.8	6	6	-4	0
CC1=C(/C=C/C(C)=C/C=C/C(C)=C/C=C/C=C(C)/C=C/C=C(C)/C=C/C2=C(C)CCCC2(C)C)C(C)(C)CCC1	14	-9	-7	0.1	-2.9	0	3	2	2
Cc1cc2c(cc1S(=O)(=O)N1CCN(c3cccc(C)c3C)CC1)OCCN2C	-38	7	3	0.5	1.5	8	1	8	1
CCc1cccc2c(C(=O)CSc3nncn3C)c[nH]c12	5	-5	1	0.0	-2.3	2	3	-4	0
CCN1C(=O)/C(=C\N2CCN(C(=O)c3ccco3)CC2)SC1=S	3	-4	-3	-0.1	3.1	-2	3	2	0
O=C(CN1C(=O)NC2(CCCCCCC2)C1=O)NCc1ccccc1Cl	1	1	x	-0.1	x	2	2	-2	12
Cc1ccc(CNC(=O)C2CCN(S(=O)(=O)c3ccc4c(c3)OCCCO4)CC2)cc1	13	5	-5	0.1	0.4	-16	-2	1	3
COC(=O)c1ccc(CN(c2ccccc2OC)S(=O)(=O)c2cccs2)o1	12	7	9	-0.1	1.5	12	9	2	3
O=C(NCCCN1CCN(Cc2ccccc2)CC1)C1CCN(c2nnc(-n3cccc3)s2)CC1	-4	-2	0	0.0	1.0	-4	3	-6	0
COc1ccc(-c2csc(N3C(=O)C4C5c6ccccc6C(c6ccccc65)C4C3=O)n2)cc1 (stereo not drawn)	-16	-2	-10	0.1	-2.2	3	-1	4	0
CCOc1ccc(C2C3=C(CCCC3=O)Nc3ccc4ncccc4c32)cc1 (stereo not drawn)	1	11	2	0.0	0.9	2	1	7	0
COc1cccc2c(=O)n(CC(=O)NC3CCCCC3)ccc12	24	-1	1	-0.1	-2.9	6	7	6	9
CCNc1nc(NC(C)(C)C)nc(N(CC)n2cnnc2)n1	12	4	4	-0.1	-0.6	-7	-9	2	1
CNC[C@H]1Oc2c(NS(=O)(=O)c3ccc(OC)cc3)cccc2C(=O)N([C@H](C)CO)C[C@@H]1C	41	x	x	-0.3	x	x	x	0	0
COc1ccc(CCN(C)C2CCCN(S(C)(=O)=O)C2)cc1OC (stereo not drawn)	1	-6	-3	-0.1	0.5	19	3	7	1
CCCSc1nnc(NC(=O)c2sc3nc(-c4cccs4)ccc3c2N)s1	-43	42*	22*	-0.1	-11	-32	1	-29	11
CCN(CC)NC(=O)Nc1ccccc1	12	5	2	0.2	0.1	4	3	-7	1
Cc1ccc(S(=O)(=O)N2CCN(c3ccc(N4CCOCC4)nn3)CC2)cc1[N+](=O)[O-]	21	12	-1	0.1	-1.3	-3	-2	-5	0
O=C(CSc1nnc(-c2ccccc2)n1-c1ccccc1)N1c2ccccc2Sc2ccccc21	-6	0	2	0.0	1.6	3	-11	3	5
CC12CCC(=O)N1C(C(=O)NCc1ccccc1Cl)CS2 (stereo not drawn)	13	-1	2	-0.1	-0.3	6	2	-6	2
C=C(C)Cn1c(CCn2c3ccccc3c3ccccc32)n[nH]c1=S	31	1	-1	0.3	1.6	-11	-16	0	3
O=[N+]([O-])c1cccc(CN2CCN(Cc3ccco3)CC2)c1	15	3	-3	0.7	-1.1	-6	-3	-1	1
Oc1c(C(Nc2ccccn2)c2ccccn2)ccc2cccnc12 (stereo not drawn)	0	2	-5	-0.2	-2.9	7	6	-6	2
CCN(CC)C(=O)C1CCCN(c2ncnc3c2cnn3-c2ccc(Cl)cc2)C1 (stereo not drawn)	13	10	2	0.1	1.4	-5	4	0	1
Cc1sc2ncnc(SCC(=O)NCC3CCCO3)c2c1C (stereo not drawn)	25	-6	x	0.0	x	7	12	3	0
O=C(Nc1ccc2c(c1)nc1n2CCSC1)c1ccco1	1	-2	-3	-0.1	0.0	18	6	-8	1
c1cncc(-c2nn3c(Cn4cnc5ccccc54)nnc3s2)c1	-3	3	1	0.0	0.4	0	6	5	1
Cc1cccc(OCCCC(=O)NCc2ccco2)c1	6	0	1	0.1	1.1	-7	0	0	1
COc1nc(Nc2ccc(O)cc2)nc(OC(C(F)(F)F)C(F)(F)F)n1	17	-5	3	-0.1	1.1	8	4	7	0
CCC1CCCCN1C(=O)CSc1nnc(-c2cccs2)o1 (stereo not drawn)	-4	0	1	0.0	0.5	2	3	1	0
O=C(CCC(=O)N1CCCCCC1)NCc1ccc(F)cc1	-17	-3	0	-0.3	-2.9	-8	0	0	1
O=C(NCCc1ccc(Cl)cc1)C1CCN(S(=O)(=O)c2cccs2)CC1	36	15	-1	-0.1	-1.0	6	0	-1	0
CC(C)NS(=O)(=O)c1ccc2c3c(cccc13)CC2	7	0	1	0.0	0.2	3	3	2	0
NNC(=O)CNS(=O)(=O)c1ccc([N+](=O)[O-])cc1	2	3	2	-0.1	3.3	9	5	5	0
COC(c1ccccc1)c1nnc(CCC(=O)NCc2cccc(-n3cccn3)c2)o1 (stereo not drawn)	-5	-4	4	-0.2	0.5	13	-2	5	1

(cont.)
SMILES	VLA-4 inh	PME-1 primary	Fam108B inh	Efflux pump mplx	MEX-5 binding	MCL1-BIM inh	BCLXL inh	GLD-1 RNA inh	GRK2 inh
COc1cccc(NC(=O)CSc2nnnn2C2CCCC2)c1	2	0	2	-0.1	0.1	2	6	-2	2
COc1ccc2nc(C)cc(SCC(=O)OC(C)C)c2c1	16	-1	3	0.1	1.1	1	2	5	2
C=C1N(c2cccc(Cl)c2)C(=O)OC1(C)C	6	2	-3	-0.1	0.4	11	4	2	1
Cc1cc(N2CCC(N(C)C3CCCC3)CC2)nc2cc(O)ccc12	41	-2	-3	-0.2	0.4	5	0	2	0
Cc1ncc([N+](=O)[O-])n1S(=O)(=O)c1cc(Cl)ccc1Cl	-3	-2	1	0.0	0.5	11	4	1	1
Cc1cc(S(=O)(=O)NC(C)C)ccc1OCC(=O)Nc1ccc2c(c1)OCCO2	-1	9	1	0.1	1.0	1	7	2	3
Cc1cc(C)c2[nH]c(=O)c(CN(Cc3cccs3)C(=S)NCC3CCCO3)cc2c1 (stereo not drawn)	-1	-4	-4	-0.1	0.8	7	7	10	2
CCOc1ccc(CCNC(=O)c2cccnc2N2CCCC2)cc1OCC	10	5	1	0.1	2.1	-1	7	0	5
COc1cccc(NC(=O)c2cccc(C(=O)Nc3cccc(OC)c3)c2)c1	21	-11	-1	-0.2	1.5	-9	1	4	3
O=S(=O)(Nc1ccc(N2CCCCC2)cc1)c1ccccc1	18	5	1	0.2	-1.0	12	8	4	2
O=C(Nc1ccc(Br)cc1)c1cc(-c2cccs2)on1	2	-1	-1	0.1	-0.3	-1	-1	-2	0
Cc1ccc(NC(=O)C(c2ccccc2)N2CCN(CC(=O)N3CCOCC3)CC2)cc1 (stereo not drawn)	-1	-4	x	-0.1	x	-2	-6	10	0
Cn1c2ccccc2n2c(=O)c(=O)n(CC(=O)N3CCCc4ccccc43)nc12	5	3	-2	0.0	1.1	-6	-2	8	2
O=C(CSc1nnc(-c2cccnc2)n1Cc1ccco1)N1CCc2ccccc21	-1	0	0	-0.1	2.7	4	4	6	0
O=C(COC(=O)c1c[nH]c(=O)[nH]c1=O)NCc1ccccc1	5	-1	1	0.0	-0.6	1	14	-5	0
Cc1[nH]c2ccccc2c1C(=O)CSc1ccccn1	-3	2	6	-0.2	2.6	-3	9	2	0
O=C(COC(=O)Cc1ccccc1F)Nc1cccc(S(=O)(=O)NC2=NCCCCC2)c1	20	6	-1	-0.3	-0.8	6	8	6	1
COc1ccc(S(=O)(=O)Nc2ccc3c(c2)C(=O)N([C@H](C)CO)C[C@H](C)[C@@H](CN(C)C(=O)Nc2ccc4c(c2)OCO4)O3)cc1	-12	x	x	0.0	x	x	x	10	2
O=C(NC(N1CCOCC1)C(Cl)(Cl)Cl)c1cc([N+](=O)[O-])cc([N+](=O)[O-])c1 (stereo not drawn)	24	3	5	0.0	-1.4	4	4	6	4
CCOC(=O)N1CCC(N(CCN(C)C)C(=S)Nc2cc(C)ccc2C)CC1	-5	-6	1	0.8	2.6	8	4	5	1
C[C@@]12CCC3[C@@](CCC4[C@@]3(C)CCC[C@@]4(C)C(=O)O)(CC1=O)C2 (stereo partly drawn)	16	2	x	0.1	x	-2	-3	6	1
CCC(C)Oc1cccc(C(=O)Nc2ccccc2N2CCOCC2)c1 (stereo not drawn)	4	-2	3	0.1	0.1	6	-1	10	2
CCCN(C(=O)c1ccco1)c1nnc(-c2ccccc2C)s1	12	1	-2	-0.2	-1.1	5	-1	6	2
COc1ccccc1CNS(=O)(=O)c1ccc(Cl)s1	4	9	5	0.2	2.1	-16	0	-3	0
